Pol iota inh: DNA polymerase iota (human) inhibition. Q9UNA4. Pol iota fluorescent replication assay, 10 min. Potency, µM (doses to about 115 µM), for the others: top-dose activity, negative = inhibition, usual class: inhibitors. 390,000 tested, 1% active. AID 588590
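Fluorescent replication assay read twice, at 0 min and 10 min after adding 50 nM (final) substrate. Enzyme (10 nM) and compounds were first incubated 15 min at room temperature; enzyme-free buffer wells were negative controls.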
POLK inh: inhibitors of human DNA polymerase kappa | purified Pol kappa, fluorescent DNA synthesis assay, 10 min | Potency, µM (doses to about 107 µM), without a hit: at the highest dose activity, negative = inhibition, usual class: inhibitors | 400,000 tested, 0.53% active | AID 588579; further: on the % scale 0 is the no-effect control and ±100 the full control effect
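First, compounds were pin-transferred onto 10 nM Pol kappa. After 15 min at room temperature, substrate was added to 50 nM final. Fluorescence was then measured kinetically at 0 and 10 min.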
APEX1 inh: inhibitors of human APE1 endonuclease | P27695 | recombinant APE1, TAMRA/BHQ-2 abasic DNA cleavage fluorescence | 350,000 tested, 0.35% active | Potency, µM (doses to about 65.8 µM), for the others: at the top dose activity change, negative = inhibition, most hits filed as inhibitors;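 further: plate controls were vehicle for no effect and reference inhibitor for full effect; nearly all actives have a fitted effect of over 55% in size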
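Activity was derived from the fluorescence gain between first and third kinetic reads (60 s intervals, ex 525/em 598 nm) after 50 nM THF-abasic TAMRA/BHQ-2 duplex was added to 0.75 nM APE1 preincubated 15 min with compound.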
Pol beta inh: DNA polymerase beta (human) inhibition. Pol beta primer extension/strand displacement, fluorescence kinetic. P06746. Potency, µM (highest dose often 114 µM), inactives show at the top dose activity change, negative = inhibition, actives largely listed as inhibitors. 340,000 tested, 1.3% active; further: on the % scale 0 is the no-effect control and ±100 the full control effect
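Pol beta (10 nM) was preincubated with compound for 15 min at room temperature. The reaction was then started with 50 nM substrate and read immediately and after a further 10 min at room temperature.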
G9a block: inhibitors of human histone lysine methyltransferase G9a. G9a H3K9 monomethylation, AlphaScreen, 2 h. 350,000 tested, 8.8% active. Potency, µM (doses to about 102 µM), inactives show at the top dose activity, negative = inhibition, hits mostly inhibitors. Q96KQ7; further: on the % scale 0 is the no-effect control and ±100 the full control effect; nearly all actives have a fitted effect of over 75% in size
Target sequence (Q96KQ7 913-1193 limits assumed): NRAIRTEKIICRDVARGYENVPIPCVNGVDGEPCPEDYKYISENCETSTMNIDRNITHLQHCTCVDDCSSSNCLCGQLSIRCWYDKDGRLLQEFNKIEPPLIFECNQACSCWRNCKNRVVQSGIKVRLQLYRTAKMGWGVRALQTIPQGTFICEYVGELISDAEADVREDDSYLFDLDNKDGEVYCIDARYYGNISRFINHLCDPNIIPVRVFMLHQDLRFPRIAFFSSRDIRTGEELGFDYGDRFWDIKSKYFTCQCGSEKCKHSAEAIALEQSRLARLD
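G9a (20 nM) preincubated 15 min RT with compounds, then 500 nM biotinylated H3K9 peptide and 20 uM SAM added; 2 h RT reaction. Monomethyl-H3K9 product detected by AlphaScreen with anti-H3K9me1 antibody, streptavidin donor and anti-rabbit IgG acceptor beads.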
JMJD2A Tudor inh: inhibitors of human JMJD2A Tudor domain. O75164. AlphaScreen JMJD2A-Tudor / H3K4me3 peptide binding. Potency, µM (titrated, usually from 114 µM), inactives show at the highest dose activity change, negative = inhibition, actives largely listed as inhibitors. 390,000 tested, 4.4% active. AID 504339; further: on the % scale 0 is the no-effect control and ±100 the full control effect; nearly all actives have a fitted effect of over 50% in size
POLH inh: inhibitors of human DNA polymerase eta | recombinant Pol eta, fluorescent DNA replication assay | 390,000 tested, 1.2% active | Potency, µM (doses to about 114 µM), without a hit: top-dose activity change, negative = inhibition, hits mostly inhibitors | Q9Y253; further: on the % scale 0 is the no-effect control and ±100 the full control effect
Target sequence (Q9Y253 whole entry, looked up): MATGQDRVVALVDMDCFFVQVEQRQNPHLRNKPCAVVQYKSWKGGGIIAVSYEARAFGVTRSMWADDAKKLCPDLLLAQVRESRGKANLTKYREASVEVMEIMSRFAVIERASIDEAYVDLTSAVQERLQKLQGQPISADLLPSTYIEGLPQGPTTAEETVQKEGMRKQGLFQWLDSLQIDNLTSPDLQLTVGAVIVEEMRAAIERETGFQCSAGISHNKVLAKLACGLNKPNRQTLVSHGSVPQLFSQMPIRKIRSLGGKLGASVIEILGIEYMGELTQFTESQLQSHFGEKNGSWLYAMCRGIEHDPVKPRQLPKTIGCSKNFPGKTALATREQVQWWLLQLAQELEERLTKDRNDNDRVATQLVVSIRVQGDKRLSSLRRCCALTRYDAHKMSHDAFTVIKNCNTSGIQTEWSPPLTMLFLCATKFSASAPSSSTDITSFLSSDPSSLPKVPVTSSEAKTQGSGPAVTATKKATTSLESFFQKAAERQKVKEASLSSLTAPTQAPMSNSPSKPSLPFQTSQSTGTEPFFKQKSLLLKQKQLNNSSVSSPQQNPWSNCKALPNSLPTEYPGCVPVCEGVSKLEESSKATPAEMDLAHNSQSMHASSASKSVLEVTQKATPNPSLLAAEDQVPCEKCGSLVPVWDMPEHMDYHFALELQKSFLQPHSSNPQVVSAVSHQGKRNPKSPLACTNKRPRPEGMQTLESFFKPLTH
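Pol eta at 10 nM preincubated with compounds 15 min at room temperature; reaction started with fluorescent substrate (50 nM final) and read kinetically at 0 and 10 min.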
BAZ2B block: blocks human BAZ2B | Q9UIF8 | AlphaScreen BAZ2B-H3K14Ac peptide displacement | Potency, µM (titrated, usually from 114 µM), for inactives: at the highest dose activity change, negative = inhibition, usual class: inhibitors | 360,000 tested, 4.4% active; further: on the % scale 0 is the no-effect control and ±100 the full control effect; nearly all actives have a fitted effect of over 60% in size
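AlphaScreen displacement of biotin-H3(5-23)K14Ac peptide (50 nM final) from BAZ2B (50 nM final) in PBS pH 7.4, 0.01% Tween-20; complex preformed 30 min RT, then compounds (top 110 uM) 30 min RT, beads 20 min dark.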
BLM inh: inhibitors of human Bloom syndrome helicase BLM | recombinant BLM DNA unwinding, fluorescence dequenching | Potency, µM (series often up to 56.1 µM), for the others: at the highest dose activity change, negative = inhibition, actives largely listed as inhibitors | AID 2528 | 350,000 tested, 0.2% active;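 further: plate controls were vehicle for no effect and no enzyme for full effect; nearly all actives have a fitted effect of over 35% in size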
* hit, by the source's call; ? = inconclusive; . = not tested or not shown; & = joins results of further samples; [ ] = another dose, or the depositor's remark. The call rests on the fitted dose curve; in most records, active means well fitted curve in the direction sought with a large enough effect; inconclusive means small, poorly fitted or top-dose-only effect, or another doubt; inactive means no such curve, though single readings can be large; an effect the other way counts as inactive or inconclusive. Potency means the concentration at half of the fitted maximal effect. Only part of the results is shown, so the mix of outcomes need not match the whole.

SMILES	Pol iota inh	POLK inh	APEX1 inh	Pol beta inh	G9a block	JMJD2A Tudor inh	POLH inh	BAZ2B block	BLM inh
Cc1ccc2c(c1)=C/C(=C\c1c(O)[nH]c(=S)[nH]c1=O)C(=O)N=2	.	.	-3%	2%	3.5µM*	.	.	?	-8%
COc1cc(C(=S)N2CCOCC2)cc(OC)c1OC(=O)Cc1ccccc1	56%[activator]	-17%	-1%	37%	45µM*	-23%	-16%	1%	-5%
Cn1nc(N)c2c1N=P(N1CCOCC1)(N1CCOCC1)N=C2c1ccccc1	46%[activator]	-1%	-2%	2%	?	-3%	-13%	-35%	0%
C=CCc1ccc(OC(=O)NC2CCCCC2)c(OC)c1	123%[activator]	3%	24%	9%	-27%	12%	-20%	2%	-5%
Cc1ccsc1C(=O)C1CCCN(Cc2ccccc2O)C1 (stereo unspecified)	80%[activator]	-15%	13%	30%	.	7%[57.1 µM]	-8%	-3%	3%
CCOc1ccc(C(NC(=O)c2cc(OC)c(OC)c(OC)c2)c2cc(Cl)c3cccnc3c2O)cc1 (stereo unspecified)	19%	-16%[60.1 µM]	.	11%	33%[59 µM]	?	-9%	5%	-12%
O=C(Nc1cccc(OC(=O)N2CCOCC2)c1)N1CCOCC1	14%	0%	1%	16%	-3%[12.7 µM]	-13%	2%	4%	0%
CCCN1C2CCCC1CC(NC(C)=O)C2 (stereo unspecified)	10%	1%	-1%	-12%	-5%[12.7 µM]	0%	-3%	-1%	-3%
COc1ccccc1NC(=O)N1CCN(c2nnc(C)c3c(C)n(-c4ccc(Cl)cc4)nc23)CC1	45%[activator]	0%	.	11%	8%[59 µM]	-20%	.	-19%	-3%
N#CC(Br)Br	4%	6%	35%&0%	.	-2%[0.501 µM]	0%	-7%	1%	.
CCCCCCOc1ccc(CN2CCN(CC)CC2)cc1	-11%	-4%	0%	13%	56µM*	-31%	-12%	?	-2%
CCC(COC(=O)NC)NC(=O)Oc1cccc(C)c1 (stereo unspecified)	-5%	12%	-1%	-3%	-5%	3%	-11%	-10%	-2%
CC(C)(C)N1Cc2ccccc2C1=N	6%	0%	21%	-16%	-3%[59 µM]	-12%	-5%	-6%	-1%
Cn1cc(C(=O)OCC(=O)N2CCCC2)c2ccccc21	27%	-2%	-1%	.	17%[12.7 µM]	-13%	-8%	-2%	.
COc1ccc(C2=NCC(=S)Nc3ccc(Cl)cc32)cc1Cl	17%	10%	1%	-17%	8%	-9%	-1%	-17%	-3%
CCN(C(C)=O)c1cccc(-c2ccnc3c(C#N)cnn23)c1	.	-9%[60.1 µM]	-8%	0%	24%&-4%[59 µM]	.	.	-9%	-13%&-7%
CC(=O)Nc1ccc(Cc2nc3ccccc3[nH]2)cc1	55%[activator]	-9%	-4%	-1%	0%	-9%	-3%	-22%	2%
COc1ccccc1C1=NCc2nnc(C)n2-c2ccc(Cl)cc21	19%	-14%	2%	4%	27%[59 µM]	2%	-14%	11%	1%
COC1=CC23CCCN2CCc2cc4c(cc2C3C1O)OCO4 (stereo unspecified)	.	-9%[60.1 µM]	0%	.	-39%[2.33 µM]	.	.	.	3%
O=C(O)CCCC[C@H]1SC[C@H]2NC(=O)N[C@@H]21	.	-7%[12 µM]	0%[21 µM]	.	0.4µM*	.	.	.	1%[21.4 µM]
CN1CCc2cccc(Cl)c2CC1	18%	-10%[60.1 µM]	18%&12%	17%[57.1 µM]	-5%[59 µM]	-8%	-9%	-6%	.
Cc1cccc(N2C(=O)/C(=C/c3ccc(CN(CCC#N)S(C)(=O)=O)o3)C(=O)NC2=S)c1	8.9µM*	22µM*	?	20µM*	?	50µM*	6.3µM*	50µM*	-8%
CCCC[N+]12C3C[C@H](C4[C@H](O)[C@]5(C[C@@H]41)c1ccccc1N(C)[C@@H]35)[C@H](CC)[C@H]2O (stereo partly specified)	0%	0%	9%	3%	6%[12.7 µM]	-1%	-8%	-10%	-1%
Cc1cc2c(cc(C(=O)N3CCC(C(=O)NC4CCCC4)CC3)n2Cc2c(F)cccc2Cl)o1	14%	0%	0%	-12%	-137%[59 µM]	?	-9%	?	0%
COc1ccc(NC(=O)c2cn(CCC#N)nc2-c2cccc([N+](=O)[O-])c2)cc1	44%[activator]	-11%	6%	1%	9%	-18%	-14%	-33%	-2%

(further entries)
SMILES	Pol iota inh	POLK inh	APEX1 inh	Pol beta inh	G9a block	JMJD2A Tudor inh	POLH inh	BAZ2B block	BLM inh
CC(C)=CCN1CC[C@@]2(C)c3cc(O)ccc3CC1C2C (stereo partly specified)	?	?	11%	.	.	-31%	-9%	.	.
O=c1c2ccccc2nc(/C=C/c2ccccc2F)n1-c1ccccc1O	?	-20%[60.1 µM]	4%	?	?	?	-20%	?	-9%
COc1cc2c(cc1O)C[C@H]1c3c(cc(O)c(OC)c3-2)CCN1C	9%	-7%	-2%	.	-5%[59 µM]	-17%	-6%	1%	-14%[21.4 µM]
CCC(=Nc1ccccc1NC(C)=O)c1c(O)n(C)c(=O)n(C)c1=O	-12%	-4%	1%	-17%	-19%[12.7 µM]	?	-5%	-4%	1%
CCN(CC)C(=O)c1ccc(N2C(=O)C3CC=C(Cl)CC3C2=O)cc1 (stereo unspecified)	-6%	3%	2%	0%	18%[59 µM]	-6%	-12%	.	-8%
CCOC(=O)c1c(N)n(CCN2CCCCC2)c2nc3ccccc3nc12	?	1%[60.1 µM]	2%	?	0%	-4%	-10%	25%	38%[activator]
O=C(CSc1ccccc1)N1CCC2(CC1)OCCO2	11%[58.9 µM]	-5%	-1%	-2%	-49%	-1%	-6%	8%	-1%
CCCC1=C(C(=O)OCC)C2(C(=O)Nc3ccc(C)cc32)C(C#N)=C(N)O1 (stereo unspecified)	18%	-19%	1%	2%	-49%	-18%	-13%	-22%	-3%
CCOc1ccccc1OCCCCN1CCCC1	3%	-17%	1%	4%	?	32µM*	-8%	?	-10%
O=c1[nH]c(=O)n(-c2ccccc2F)c(O)c1/C=C1\C=Nc2ccccc21	?	0%	32%	2%	?	-25%	-8%	?	-6%
COc1cccc(N2CCN(C(=O)C3CCN(S(=O)(=O)c4ccc5c(c4)oc(=O)n5C)CC3)CC2)c1	-21%&16%	11%&1%	46%[activator]	8%&43%	-26%	-16%&-17%	?	-20%&-11%	-1%&-3%
CC1CN=C(Nc2ccccc2)S1 (stereo unspecified)	19%	-2%	-2%	27%	-35%[59 µM]	0%	4%	3%	-1%
COc1cc(/C=C2/C(=O)NC(=O)N(c3ccccc3)C2=O)ccc1O	17%	3%	-6%	2%	35µM*	-11%	10%	-1%	-12%
COC(=O)C1=C(c2cc3ccccc3o2)C[C@@H]2CC[C@H]1N2C(=O)N1CCOCC1	47%[activator]	4%	.	.	.	-11%	-25%	.	.
Cc1oc(-c2cccc(Cl)c2)nc1CN1CCC(C(=O)NCCCN2CCN(c3cccc(Cl)c3)CC2)CC1	3%	-14%	.	?	?	32µM*	-27%	28µM*	2%
Cc1cccc(NC(=O)Cn2cc(C(=O)c3ccccc3)c3ccccc32)c1	-17%	-2%	.	-1%	1%[59 µM]	-10%	-12%	-11%	-10%
CC1=CC(=O)NP(=O)(Oc2ccc3ccccc3c2)N1 (stereo unspecified)	5%	-5%	-3%	33%	3.5µM*	45µM*	4%	.	-5%
Cc1oc(-c2ccc(Cl)cc2)nc1CN1C(=O)CN=C(c2ccccc2)c2ccccc21	0%	3%	.	16%	-36%[59 µM]	5%	-7%	-4%	-2%
O=C(Cc1ccccc1)OCCNC(=O)c1cccnc1	?	-10%	4%	26%	22%[12.7 µM]	?	3%	?	2%
CN(C)CCN=Cc1c(O)n(Cc2ccc3c(c2)OCO3)c(=S)[nH]c1=O	-4%	12%	-4%	?	-3%	-5%	-19%	-23%	-3%
O=C(NC(=O)N1CCC2(CC1)OCCO2)c1ccc(Cl)cc1	142%[activator]	-24%	-2%	?	?	-2%	3%	-20%	-7%
COC(=O)C1=C(c2cc3ccccc3s2)C[C@@H]2CC[C@H]1N2C	14%	8%	15%	.	-2%[0.501 µM]	-28%	-12%	-9%	.
COC(=O)C1=C(c2c(C)noc2C)C[C@@H]2CC[C@H]1N2C(=O)NCCCOC(C)C	-11%	-10%	7%	.	7%[0.501 µM]	-9%	-5%	9%	.
CCn1c(O)c(/C(C)=N/N2CCCCC2c2cccnc2)c(=O)[nH]c1=S (stereo unspecified)	10%	-17%	1%	17%	-11%[59 µM]	-7%	-5%	-27%	4%
CN1C(=O)C(C2(C#N)CCCCC2)C(=O)N(C)C1=O	?	-1%	0%	4%	50µM*	-11%	-4%	12%	-3%
C[C@]12CC[C@H](O)C[C@H]1CC[C@@H]1[C@@H]2C[C@@H](O)[C@]2(C)[C@@H](C3=CC(=O)OC3)CC[C@]12O	-2%	6%	28%	.	-42%[59 µM]	?	-11%	-4%	.
COC(=O)C1=C(c2cc3ccccc3s2)C[C@@H]2CC[C@H]1N2C(=O)N1CCOCC1	31%[activator]	10%	.	.	.	-6%	-9%	.	.

High-throughput results as filed in PubChem BioAssay.
